# IL1B NFkB inh: blocks IL-1B driven NFkB nuclear translocation in HUVEC cells. HUVEC IL-1B NFkB p65 nuclear translocation imaging. inhibition, % at 2 µM. actives 0.43% (n = 94,000). AID 796;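 active = inhibition above about 30% together with a positive call from visual inspection of the well image, limit read from the data; inconclusive = inhibition above a set limit but visual check negative; inactive = inhibition not above a set limit, visual check negative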;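 also: nuclear over cytoplasmic p65 intensity ratio measured by imaging; 0% = IL-1B stimulated DMSO wells and 100% = unstimulated DMSO wells; values of inactives mirror those of a sister screen read the other way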
# PLAP inhibitors HTS: inhibition of human placental alkaline phosphatase – biochemical, luminescence, HTS (AID 690); actives 0.08% (n = 96,000); purified PLAP, luminescent substrate; higher % means a stronger effect; one-dose inhibition, % at 20 µM; IC50 in µM for titrated hits; in the data active = a potency from the dose series; inactive = the rest, 99 in 100 with inhibition below about 30%; also: strong numbers were not always called active
# IL1B NFkB pot: enhances IL-1B driven NFkB nuclear translocation; HUVEC IL-1B NFkB p65 nuclear translocation imaging; activation, % at 2 µM; actives 0.3% (n = 94,000); AID 819;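 active = activation above 40%, about the mean plus 3 SD, also judged a hit on visual image review; inconclusive = activation above 40% but not a hit on visual review; inactive = activation not above 40% and no visual hit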;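 also: percent activation is computed from the nuclear over cytoplasmic p65 intensity ratio; values of inactives mirror those of a sister screen read the other way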
# MRP resist rev: compounds reversing MRP-mediated drug resistance | H69AR cells + 2 uM doxorubicin, CellTiter-Glo, 72 h | differential viability (reversal), % at 10 µM | actives 0.04% (n = 85,000);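 active = viability drop by adding the cancer drug above about 55%, with treated viability meeting a 40% cutoff, limit read from the data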;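 also: viability without doxorubicin minus viability with 2 µM doxorubicin for each compound; larger differential means the compound sensitizes cells more to doxorubicin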
# Bcl-B displacement: displacers of TR3 peptide from Bcl-B, primary screen, selectivity assay for Bfl-1 inhibitor project, biochemical, fluorescence polarization | FP displacement of FITC-TR3 peptide from Bcl-B; higher % means a stronger effect | one-dose displacement, % at 20 µM; IC50 in µM for titrated hits | actives 0.11% (n = 96,000);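 active = displacement above 50% at 20 µM plus a fluorescence interference ratio under 1.5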;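 also: plate controls were wells without compound for no effect and wells lacking Bcl-B protein for full effect; a part of the inactive calls stands beside numbers as strong as those of hits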
# MRP resist rev cytotoxicity: recorded beside MRP resist rev, whose call it bears; viability, %; H69AR cells, CellTiter-Glo, 72 h; measured here: cytotoxicity without doxorubicin
# MRP resist rev with doxorubicin: further read-out of MRP resist rev, marked with its call; viability, %; measured here: viability with 2 uM doxorubicin; active compounds read low
# IL1B NFkB inh cell count 2 µM: further read-out of IL1B NFkB inh, marked with its call; cell count; measured here: cells passing quality filter;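 raw number of nuclei counted in each imaged well without normalization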
# IL1B NFkB pot cell count 2 µM: also measured in IL1B NFkB pot; calls as there; cell count; measured here: cells passing quality filter
# An asterisk follows results filed as active; ? = inconclusive; · = not tested or not shown.
# Values run as follows: IL1B NFkB inh, IL1B NFkB inh cell count 2 µM, PLAP inhibitors HTS, IL1B NFkB pot, IL1B NFkB pot cell count 2 µM, MRP resist rev, MRP resist rev cytotoxicity, MRP resist rev with doxorubicin, Bcl-B displacement
- CN1CCN(CCC(=O)Nc2ccc(F)c(F)c2)CC1
  5, 194, 9%, -5, 194, -7, 92, 99, 4%
- CC1CCCCN1c1nnc(NC(=O)c2cc(-c3ccc(Br)cc3)on2)s1 (centres undefined)
  -11, 55, -27%, 11, 55, 6, 91, 84, -1%
- Cc1ccnc(N2CCC(C(=O)NCc3ccc4c(c3)OCO4)CC2)n1
  -5, 153, 16%, 5, 153, -2, 78, 80, -5%
- Cc1ccc(N2CC(C(=O)Nc3ccc(S(=O)(=O)N4CCCC4)cc3)CC2=O)cc1 (centres undefined)
  -11, 129, 6%, 11, 129, -1, 74, 75, -2%
- CCOc1ccccc1NC(=O)C12CC3CC(C1)CC(c1ccc(C)cc1)(C3)C2
  -16, 71, 1%, 16, 71, ·, ·, ·, 2%
- O=S1(=O)C=C(Oc2ccc3ccccc3c2)c2ccccc21
  -10, 155, 24%, 10, 155, 4, 57, 52, -3%
- COCCn1c(SCC(=O)c2ccc(CNC(C)=O)o2)nc2ccccc2c1=O
  -8, 134, -12%, 8, 134, 11, 91, 80, 3%
- CN1CC2([N+](=O)[O-])CC=C(Oc3ccccc3)C([N+](=O)[O-])(C1)C2 (centres undefined)
  -42, 173, -32%, ?, ·, ·, ·, ·, -8%
- COc1ccc(C(CC(=O)O)NC(=O)COc2ccccc2OC)cc1OC (centres undefined)
  -26, 62, 7%, 28, 62, 0, 97, 98, -11%
- COc1ccc2[nH]c(=O)c(CN(Cc3ccccc3OC)Cc3nnnn3CC3CCCO3)cc2c1 (centres undefined)
  6, 161, -74%, -6, 161, 28, 61, 32, 6%
- Cc1ccc(-n2c(C)cc(C(=O)OCC(=O)N(CC(C)C)C3CCS(=O)(=O)C3)c2C)cc1 (centres undefined)
  -3, 131, -22%, 3, 131, 3, 84, 81, 15%
- CCOc1ccc(Cn2c(SCCCCC#N)nc3c2c(=O)n(C)c(=O)n3C)cc1OCC
  5, 103, -43%, -5, 103, -1, 69, 70, 5%
- CC(=O)Nc1ccc(S(=O)(=O)N2CCN(C(=O)CCC3CCCC3)CC2)cc1
  ·, ·, -14%, ·, ·, 0, 84, 85, 11%
- COc1ccccc1NS(=O)(=O)c1ccc(C)c(C(N)=O)c1
  -21, 127, -14%, 21, 127, 4, 86, 82, 2%
- COCCn1nnnc1CN(CCCN1CCOCC1)Cc1cc2c(C)ccc(C)c2[nH]c1=O
  -2, 126, -62%, 2, 126, 12, 88, 76, -4%
- COc1ccc2nc(NC(=O)CSc3ccccc3)sc2c1
  -9, 175, -35%, 9, 175, -17, 92, 109, -17%
- Cc1nc2ccccc2n1-c1ccccc1
  ·, ·, 9%, ·, ·, 1, 92, 91, -16%
- O=C(Nc1nnc(SCC(=O)N2CCCCC2)s1)C1CCCCC1
  -4, 126, ·, 3, 126, -2, 97, 99, ·
- OC(Cn1cncn1)c1ccc(Cl)cc1Cl (centres undefined)
  -2, 194, -24%, 2, 194, -12, 98, 110, 6%
- COc1cc(NC(=O)C2CC(=O)NC3=C2C(=O)CC(C)(C)C3)c(OC)cc1Cl (centres undefined)
  -13, 188, -62%, 13, 188, -10, 84, 94, -2%

# Reprinted from the part before: 7 compounds, followed by the next part.
# Values run as follows: IL1B NFkB inh, IL1B NFkB inh cell count 2 µM, PLAP inhibitors HTS, IL1B NFkB pot, IL1B NFkB pot cell count 2 µM, MRP resist rev, MRP resist rev cytotoxicity, MRP resist rev with doxorubicin, Bcl-B displacement
- COc1ccccc1NS(=O)(=O)c1ccc(C)c(C(N)=O)c1
  -21, 127, -14%, 21, 127, 4, 86, 82, 2%
- COCCn1nnnc1CN(CCCN1CCOCC1)Cc1cc2c(C)ccc(C)c2[nH]c1=O
  -2, 126, -62%, 2, 126, 12, 88, 76, -4%
- COc1ccc2nc(NC(=O)CSc3ccccc3)sc2c1
  -9, 175, -35%, 9, 175, -17, 92, 109, -17%
- Cc1nc2ccccc2n1-c1ccccc1
  ·, ·, 9%, ·, ·, 1, 92, 91, -16%
- O=C(Nc1nnc(SCC(=O)N2CCCCC2)s1)C1CCCCC1
  -4, 126, ·, 3, 126, -2, 97, 99, ·
- OC(Cn1cncn1)c1ccc(Cl)cc1Cl (centres undefined)
  -2, 194, -24%, 2, 194, -12, 98, 110, 6%
- COc1cc(NC(=O)C2CC(=O)NC3=C2C(=O)CC(C)(C)C3)c(OC)cc1Cl (centres undefined)
  -13, 188, -62%, 13, 188, -10, 84, 94, -2%
- COc1ccccc1N(CN1CCCC1=O)C(=O)c1ccccc1F
  6, 138, 3%, -6, 138, -4, 83, 87, -15%
- Brc1c(OCCOCCn2cncn2)ccc2ccccc12
  5, 152, -54%, -5, 152, 9, 86, 76, 1%
- COc1cc(/C=N\n2nnnc2N)ccc1OCc1ccc(F)cc1
  -4, 99, 7%, 4, 99, -1, 72, 73, 10%
- O=C(c1cc2ccccc2cc1OCC(O)CN1CCCCC1)N1CCCCC1 (centres undefined)
  ·, ·, -54%, ·, ·, 5, 76, 71, -2%
- O=C(Nc1nccs1)C1CCN(S(=O)(=O)c2cccnc2)CC1
  2, 161, -5%, -2, 161, -7, 96, 103, 0%
- Cc1ccc(CN2CN(S(=O)(=O)c3cccs3)c3nc4ccccc4nc32)cc1
  -6, 121, -8%, 6, 121, ·, ·, ·, -4%
- O=C(c1ccccc1)N1CCN(CC2CC=CCC2)CC1 (centres undefined)
  7, 139, -9%, -7, 139, -10, 95, 105, -10%
- C=CCn1c(SCC(=O)Nc2ccc3c(c2)OCO3)nnc1-c1cc(Br)ccc1O
  0, 155, -25%, 0, 155, 3, 83, 80, -3%
- COc1ccc(N2CCN(Cc3cc4c(cc3O)CCC4)CC2)cc1
  -9, 150, -30%, 9, 150, ·, ·, ·, 0%
- c1ccc(Nc2ncnc3sc4c(c23)CCC4)cc1
  -14, 82, 18%, 14, 82, ·, ·, ·, 6%
- OC1CC(c2ccco2)NC2(CCCCC2)C1 (centres undefined)
  ·, ·, -20%, ·, ·, ·, ·, ·, -2%
- CSc1nnc(Cn2c(=O)sc3ccccc32)n1-c1cccc(Cl)c1
  -23, 206, -29%, 23, 206, 22, 83, 62, -15%
- O=C(OCC(=O)c1cccs1)C1=COCCO1
  -15, 131, 9%, 15, 131, ·, ·, ·, -6%
- CCc1ccc(/C(C)=N/Nc2cc(Cl)nc(C)n2)cc1
  -2, 99, -40%, 2, 99, ·, ·, ·, 1%
- CNc1ccc(Br)cc(C(=O)/C=C/c2cccc(OC)c2OC)c1=O
  1, 151, ·, -1, 151, -6, 5, 11, ·
- Cc1cccc(NC(=O)c2ccoc2C)n1
  -29, 190, 19%, 29, 190, ·, ·, ·, 11%
- CN(C)c1ccc(C=Nc2ccccc2C(N)=O)cc1
  1, 184, 11%, -1, 184, -4, 68, 72, 14%
- N#Cc1c(NC(=O)COC(=O)c2ccc(F)cc2)sc2c1CCC2
  -1, 148, -13%, 1, 148, ·, ·, ·, -14%
- CC1C=Cc2ccccc2N1C(=O)c1ccccc1 (centres undefined)
  -3, 195, 2%, 3, 195, 5, 87, 82, -4%
- O=C(NCCC1=CCCCC1)c1ccc(Cl)c(S(=O)(=O)N2CCOCC2)c1
  8, 174, 20%, -8, 174, 2, 77, 75, -5%
- Cc1ccc(C23CC4CC(CC(NC(=O)N5CCN(C)CC5)(C4)C2)C3)cc1
  15, 99, -60%, -15, 99, 20, 83, 63, -17%
- CCCN(C(=O)Cc1nc(N)n[nH]1)C1(C(=O)Nc2ccccc2C)CCCCC1
  -16, 82, -28%, 16, 82, -11, 87, 98, 0%
- CCOC(=O)N1CCN(C(=O)CSc2nc3c(cnn3-c3ccccc3)c(=O)[nH]2)CC1
  -2, 133, -59%, 2, 133, 11, 56, 45, 12%
- COc1ccc(C2CCCN2C(=O)Nc2ccc(Cl)cc2)cc1OC (centres undefined)
  -20, 199, 1%, 20, 199, 6, 86, 80, -3%
- COC(=O)c1[nH]c2cccc(OC)c2c1NC(=O)CCN1CCN(c2cccc(Cl)c2)CC1
  -1, 133, -62%, 1, 133, 43, 72, 29, -8%
- Cc1cccc(-c2nnc(SCC#N)n2-c2cccc(Cl)c2)c1
  -3, 173, ·, 3, 173, -15, 84, 99, ·
- CCN(C(=O)COC(=O)c1[nH]c(C)c(C(C)=O)c1C)C1CCS(=O)(=O)C1 (centres undefined)
  1, 137, 5%, -1, 137, 9, 89, 80, -2%
- CCOC(=O)CSc1ccc2nnc(-c3ccccc3)n2n1
  ·, ·, 9%, ·, ·, 18, 101, 83, -4%
- COc1ccc(C(=O)CSc2nnc(CCc3ccccc3)n2-c2ccccc2)cc1
  -14, 163, 0%, 14, 163, ·, ·, ·, 3%
- CCC(=O)Nc1ccc(Br)c(Cl)c1
  -9, 119, -15%, 9, 119, 21, 89, 68, -2%
- CC(C)OCC(O)CN1CCNCC1 (centres undefined)
  -15, 177, 20%, 15, 177, ·, ·, ·, -3%
- O=C(Nc1ccc2c(c1)OCCO2)C1CCCN1S(=O)(=O)c1ccc(Cl)cc1 (centres undefined)
  -9, 103, -66%, 9, 103, -2, 77, 79, -13%
- COc1ccc(OC)c(S(=O)(=O)Nc2ccc(Oc3ccccc3)cc2)c1
  4, 138, 2%, -4, 138, 13, 94, 82, -11%
- O=C(NCc1ccccn1)C1CCN(S(=O)(=O)c2cnc[nH]2)CC1
  ·, ·, -5%, ·, ·, 5, 105, 100, 5%
- c1ccc(-c2nnc3sc(-c4cc5ccccc5o4)nn23)cc1
  -13, 107, -5%, 13, 107, -9, 32, 41, 1%
- COc1cc(C2C(C#N)=C(N)OC3=C2C(=O)CCC3)cc(OC)c1OC(=O)N1CCOCC1 (centres undefined)
  0, 110, -5%, 0, 110, -6, 89, 95, 7%
- COc1cc2cc(CN(CCN3CCCC3)C(=O)Nc3ccc(F)cc3)c(=O)[nH]c2cc1OC
  -6, 127, -39%, 6, 127, 13, 94, 81, -22%
- CCn1c(COc2ccc(Cl)cc2)nnc1SCc1ccc(C#N)cc1
  5, 79, -42%, -5, 79, 26, 76, 50, -1%
- CCn1c(=O)cc(NC2=NCC(C)CN2c2cccc(Cl)c2)n(C)c1=O (centres undefined)
  ·, ·, -12%, ·, ·, 3, 55, 53, 34%
- Cc1oc(/N=C/c2ccccc2O)c(C#N)c1C
  -19, 56, -1%, 19, 56, -29, 61, 90, 2%
- O=C(Cc1ccccc1)NCCc1cccc(Cl)c1
  1, 141, 3%, -1, 141, ·, ·, ·, -6%
- COC(=O)c1ccc(C(=O)OC)c(NC(=O)CN2CCN(c3ccc(OC)cc3)CC2)c1
  20, 53, -62%, -20, 53, 0, 84, 84, -4%
- CC(C)CC(=O)Nc1ccc(S(=O)(=O)NCc2ccco2)cc1
  1, 103, -10%, -1, 103, 23, 101, 77, 22%
- Cc1ccc(N2CCN(S(=O)(=O)c3ccc(F)cc3)CC2)c(C)c1
  0, 55, ·, 0, 55, ·, ·, ·, ·
- Cc1ccc(S(=O)(=O)c2c(N)n(/N=C/c3ccco3)c3nc4ccccc4nc23)cc1C
  0, 137, -55%, 0, 137, 1, 77, 76, -2%
- Cc1c(C(=O)N2CCN(c3ccccc3)CC2)sc2ncnc(N3CCN(c4ccccc4)CC3)c12
  -2, 123, ·, 2, 123, -15, 74, 89, ·
- CCC(C)NS(=O)(=O)c1ccc(OCC(=O)Nc2ccc3c(c2)OCO3)cc1 (centres undefined)
  5, 177, 0%, -5, 177, 7, 92, 85, 9%

# Source: PubChem

# Only part of the results is shown (hit frequency here may not be typical).
